# RSV antiviral HEp-2 – RSV antiviral activity via CPE protection, HEp-2 cells, primary 10 µM value included (AID 2391) | HEp-2 cells, RSV-induced CPE inhibition; higher % means a stronger effect | hit rate 0.13% among 310,000 | CPE inhibition, % at 10 µM, or IC50 in µM where a hit was titrated; in the data active means a potency from the dose series; inconclusive means CPE inhibition mostly from about 23% at the one dose, without a potency; inactive means the rest, 99 in 100 with CPE inhibition below about 21%; further: strong numbers were not always called active
# NS5 inhibitors – flavivirus cap methylation enzyme inhibition – biochemical, confirmation dose response, primary screen (AID 588689); Dengue-2 NS5 methyltransferase capping enzyme assay, biochemical; higher % means a stronger effect; inhibition, % at 25 µM; hits with a dose series show IC50 in µM; hit rate 0.3% among 340,000; in the data active means a potency from the dose series; inconclusive means inhibition above about 29% without an active follow-up result
# SV40 large T antigen – SV40 large T antigen inhibitors, biochemical (AID 1903); SV40 large T antigen ATPase/helicase inhibition assay; higher % means a stronger effect; inhibition, % at 20 µM; hits with a dose series show IC50 in µM; hit rate 0.39% among 310,000; in the data active means a potency from the dose series; inconclusive means inhibition mostly from about 32% at the one dose, without a potency; inactive means the rest, 99 in 100 with inhibition below about 32%; further: strong numbers were not always called active
# NTR1 agonist – agonists of NTR1, primary screen, imaging, U2OS cells, beta-arrestin-GFP, high content (AID 493036); P30989; hit rate 0.17% among 330,000; activation, % at 20 µM; NTR1-U2OS beta-arrestin-GFP spot imaging, agonist mode;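 active means activation at or above 40% of the spot to cytoplasm intensity ratio, with at least 20 cells analyzed; inconclusive means wells under 20 cells, flagged as cytotoxic or low count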;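 further: 0% = DMSO without peptide and 100% = 100 nM NTR1 peptide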
# Target sequence (P30989 whole entry, looked up): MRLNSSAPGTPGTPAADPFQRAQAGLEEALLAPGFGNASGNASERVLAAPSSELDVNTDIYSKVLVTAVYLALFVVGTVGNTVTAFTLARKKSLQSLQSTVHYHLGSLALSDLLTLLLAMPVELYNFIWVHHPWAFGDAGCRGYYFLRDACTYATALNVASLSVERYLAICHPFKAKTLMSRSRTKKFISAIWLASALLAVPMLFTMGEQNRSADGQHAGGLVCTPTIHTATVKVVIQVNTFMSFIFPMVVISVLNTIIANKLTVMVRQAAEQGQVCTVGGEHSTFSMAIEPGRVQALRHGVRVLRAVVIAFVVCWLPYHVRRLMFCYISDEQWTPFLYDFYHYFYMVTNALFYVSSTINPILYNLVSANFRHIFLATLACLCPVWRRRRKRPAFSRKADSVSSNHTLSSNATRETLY
# MgcRacGAP inhibition – MgcRacGAP GTPase-activating activity inhibitors, confirmation, biochemical, ADP Hunter fluorescence. AID 624330. hit rate 0.6% among 340,000. inhibition, % at 30 µM; hits with a dose series show IC50 in µM. MgcRacGAP-stimulated Rac1 GTP hydrolysis, ADP Hunter fluorescence; higher % means a stronger effect; GST-tagged Rac1 F28L mutant substrate;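 active means first-screen hits whose inhibition reached a set limit at any dose in the follow-up dose series; inconclusive means inhibition above the set first-screen limit but never retested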;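 further: fluorescence reports GDP produced by GAP-driven GTP hydrolysis; strong numbers were not always called active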
# T cell HTS – modulates CD8 T cell binding to vesicles | 2C CD8+ T cell-vesicle binding, flow cytometry; stronger effect = lower value | hit rate 0.068% among 330,000 | calls only at 7 µM;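 active means response, share of CD8 T cells binding vesicles, and their 90th percentile fluorescence all below set limits, cut at about 80% in these data, passing the limit was not always enough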
#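 Read-out – percent CD8+ FL2 mean versus row control · System – murine 2C transgenic CD8+ T lymphocytes · Times – 1.5 h cell–vesicle binding at 37 °C, then 20 min icy labelling · Control set – naked vesicles low, QL9 vesicles with vehicle high · Detection – cytometric PE anti-B7-1 and Alexa647 anti-CD8 signals after 1% paraformaldehyde fixation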
# West Nile antiviral – West Nile virus antiviral activity, cell-based, CPE readout (AID 1621); CPE inhibition, % at 10 µM, or IC50 in µM where a hit was titrated; West Nile virus-infected cells, CPE inhibition; higher % means a stronger effect; hit rate 0.02% among 290,000; in the data active means a potency from the dose series; inconclusive means CPE inhibition mostly from about 3.7% at the one dose, without a potency; inactive means the rest, 99 in 100 with CPE inhibition below about 2.2%; further: strong numbers were not always called active
# Salmonella PhoP GFP – inhibitors of PhoP regulon expression, primary screen, Salmonella Typhimurium, GFP reporter (AID 1863); S. Typhimurium PhoP-regulated promoter GFP reporter, 4 h; higher % means a stronger effect; one-dose inhibition, % at 50 µM; IC50 in µM for titrated hits; hit rate 0.16% among 300,000;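 active means inhibition over 29.93%, a cutoff 3 SD above the screen mean, later confirmed by dose response; inconclusive means inhibition over 29.93% but no dose response follow-up; inactive means inhibition at most 29.93% or unconfirmed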;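 further: 0% = low Mg2+ inducing control and 100% = high Mg2+ repressing control; strong numbers were not always called active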
# K1F lysis inhibition – inhibition of K1F phage lysis, E. coli UTI89, bacterial capsule biogenesis inhibitors, alamar blue (AID 488966); E. coli UTI89 K1F phage lysis, alamar blue, 2 h; higher % means a stronger effect; inhibition, % at 100 µM; hits with a dose series show IC50 in µM; hit rate 0.02% among 340,000;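 active means phage lysis inhibition, versus mean bacterial control, above a set limit; inconclusive means no clear call, values can overlap the other calls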;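 further: capsule biogenesis inhibitors block K1F phage lysis so surviving cells raise fluorescence; higher fluorescence means more inhibition of phage lysis; actives were called in the ten point dose series up to 300 µM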
# T cell HTS vesicle-bound % – further read-out of T cell HTS, marked with its call; double positive events, %; measured here: CD8+ vesicle-bound cell fraction;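 binding gate set so that unloaded-vesicle control wells show 10% double positive cells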
# NTR1 agonist cell count 20 µM – recorded beside NTR1 agonist, whose call it bears; cell count; measured here: cell count, cytotoxicity flag
# NS5 inhibitors pilot replicate – further read-out of NS5 inhibitors, marked with its call; inhibition, %; measured here: pilot screen replicate inhibition
# Active calls of the source: *; i = inactive; ? = inconclusive; nt = no result given; & = joins results of further samples; [ ] = remark or other dose. An excerpt; the hit share may differ from the screen's.
SMILES,RSV antiviral HEp-2,NS5 inhibitors,SV40 large T antigen,NTR1 agonist,NTR1 agonist cell count 20 µM,MgcRacGAP inhibition,T cell HTS,T cell HTS vesicle-bound %,West Nile antiviral,Salmonella PhoP GFP,K1F lysis inhibition,others
CC(C)CCn1c(=O)c(C(=O)NCc2ccc3c(c2)OCO3)c(O)c2ccccc21,10%,-3%,6%,-1.0,86,8%,i,20,-2.0%,4%,-0.9%[50 µM],
CN1CCN(Cc2nc3ccccc3c(=O)[nH]2)CC1,0.6%,-2%,-14%,4.7,51,4%,i,20,0.1%,35%,3.7%,
COC(=O)C1=C(N)Oc2c(c(=O)oc3ccccc23)C1c1cccnc1 (stereo unspecified),-0.1%,-4%,-3%,2.5,43,0%,i,53,0.6%,-6%,0.2%,
O=C(COc1ccccc1)N1CCN(C2CCCC2)CC1,1.1%,4%,-1%,-1.1,34,127µM*,i,21,0.1%,-5%,0.0%,
CCC(=Nc1ccc(OC)cc1OC)c1c(O)[nH]c(=O)[nH]c1=O,11%,-6%,23%,-3.5,98,7%,i,27,-0.3%,-7%,1.6%,
Cc1cc(OCc2nn[nH]n2)c2c3c(c(=O)oc2c1)CCCC3,-0.8%,2%,8%,-0.9,81,12%,i,57,-0.2%,2%,-0.7%,
CCCCOC(=O)C1=C(N)OC2=C(C(=O)CCC2)[C@]12C(=O)N(C)c1ccccc12,-0.4%,-10%,18%,1.8,59,7%,i,41,0.1%,-6%,0.6%,
Cn1c(O)c(C=Nc2ccc(F)cc2)c(=O)[nH]c1=O,0.7%,-2%,5%,-1.5,45,15%,i,66,-0.2%,-2%,0.2%,
C[C@]12CCC(=O)C=C1CC[C@@H]1[C@@H]2CC[C@]2(C)C(=O)CC[C@@H]12,2.4%,-4%,-22%,4.6,48,3%,i,17,0.5%,-2%,-0.3%,
COc1ccc(CCNCc2ccsc2)cc1OC,-0.4%,0%,2%,-0.6,53,11%,i,57,-0.4%,-7%,0.1%,
O=c1c(C=Nc2cccnc2Cl)c(O)n(CCCCl)c(=O)n1C1CCCCC1,4.7%,-100%,-9%,-2.6,91,11%,i,44,-0.5%,-27%,-0.2%,
Cc1nonc1-c1nc(-c2nonc2N)n[nH]1,-1.6%,0%,5%,0.3,49,7%,i,32,0.7%,-2%,2.8%,
Cc1cccc(NC(N)=S)c1,-1.4%,7%,13%,1.0,35,-1%,i,33,0.4%,-4%,-0.1%,
N=c1sc2c(n1Cc1ccccc1)CCCC2,1.1%,-4%,5%,0.4,57,2%,i,21,0.2%,8%,2.3%,
CC(=O)N1N=C2C3CCN(CC3)C2C1c1cccc2ccccc12 (stereo unspecified),3.2%,-3%,4%,-1.1,60,1%,i,39,0.1%,-3%,6.5%,
CCOC(=O)C1CCN(C(C)C(=O)c2c(C)[nH]c3cc(C)ccc23)CC1 (stereo unspecified),1.3%,nt,8%,-0.8,66,6%,i,59,0.2%,-11%,0.5%,
CC(=O)Nc1cc(C(=O)N2CCC3(CC2)OCCO3)ccc1Sc1ccc(F)cc1,1.6%,4%,-2%,-0.3,58,2%,i,2,-0.9%,2%,-0.1%,
CCCCn1c(=O)c(C(=O)NCc2ccccc2Cl)c(O)c2ccccc21,12%,6%,3%,-0.4,56,3%,i,16,-1.7%,-2%,0.0%,NS5 inhibitors pilot replicate=-4.6
CC1(C)C2([N+](=O)[O-])CNCC1([N+](=O)[O-])CNC2,-0.2%,3%,18%,-0.5,55,10%,i,32,0.3%,4%,0.8%,
COc1ccccc1N1CCN(Cc2cccc(OC)c2O)CC1,0.9%,-5%,0%,-1.4,49,9%,i,34,-0.9%,-2%,-0.1%,
COc1cc2c(cc1OC)-c1c3c(cc4c1[C@@H](C2)N(C)CC4)OCO3,-4.3%,5%,?,2.2,87,18%,i,12,1.1%,7%,3.9%,
Cc1cccc(-n2c(/C=C/c3ccc([N+](=O)[O-])o3)nc3ccccc3c2=O)c1,2.8%,9%,-43%,1.0,48,7%,i,47,-0.8%,0%,0.1%,
COc1ccc(OCC#CCN2CCCCCC2)cc1,-1.2%,-9%,6%,0.6,81,28%,i,63,-0.3%,-3%,-0.1%,
O=C(N/N=C/c1c(O)n(C2CC2)c(=S)[nH]c1=O)c1ccccc1O,4.3%,-1%,4%,0.7,60,2%,i,21,-0.1%,-8%,-0.3%[50 µM],
C[C@]12CCC(=O)C=C1CC[C@@H]1C2[C@H](O)C[C@]2(C)C(=O)CCC12 (stereo partly specified),0.7%,-1%,-25%,-1.3,48,5%,i,18,-0.8%,2%,-0.3%[50 µM],
# Further entries follow:
SMILES,RSV antiviral HEp-2,NS5 inhibitors,SV40 large T antigen,NTR1 agonist,NTR1 agonist cell count 20 µM,MgcRacGAP inhibition,T cell HTS,T cell HTS vesicle-bound %,West Nile antiviral,Salmonella PhoP GFP,K1F lysis inhibition,others
COC(=O)C1=C(c2ccc(OCc3ccccc3)cc2)C[C@@H]2CC[C@H]1N2C(=O)NCc1ccc(OC)c(OC)c1,1.2%,-4%,nt,1.3,55,6%,i,41,nt,nt,-0.5%,
c1ccc2c(c1)CNc1ccccc1O2,nt,0%,6%,0.6,37,8%,i,31,0.6%,1%,1.0%,
CCOP(=O)(OCC)C(NC(=O)NC)C(N)=O (stereo unspecified),-0.9%,-6%,10%,-1.0,65,-4%,i,14,0.1%,-5%,0.1%,
C[C@]12CCC3C(CC[C@H]4C[C@H](O)CC[C@]34C)C1C[C@@H](O)[C@@H]2O (stereo partly specified),nt,5%,nt,4.5,61,1%,i,34,nt,nt,1.6%,
Cc1ccc(C2=CCNCC2)cc1,-1.6%,2%,8%,-0.6,55,-2%,i,30,1.6%,-2%,-1.7%,
Cc1ccc(C2=NCC(=O)N(CC(=O)N3CCCCC3)c3sc(C)c(C)c32)cc1,-1.7%,-7%,6%,0.3,81,3%,i,44,1.6%,-9%,-0.5%,NS5 inhibitors pilot replicate=1.4
C/C=C(\C)C(=O)N[C@@H](c1ccccc1)[C@@H](O)C(=O)O[C@H]1C[C@@]2(O)[C@@H](OC(=O)c3ccccc3)C3[C@](C)(C(=O)[C@H](O)C(=C1C)C2(C)C)[C@@H](O)C[C@H]1OC[C@@]31OC(C)=O (stereo partly specified),1.2%,-4%,3%,-1.5,99,-1%,i,22,?,10%,-0.2%,
Clc1ccccc1C1NCc2ccccc2-n2cccc21 (stereo unspecified),-1.7%,-4%,9%,1.9,42,4%,i,3,-1.3%,3%,0.5%,
Cc1ccc(NC2=NCCCS2)c(C)c1C,-0.6%,-3%,8%,-2.4,71,8%,i,54,-0.6%,1%,0.7%[50 µM],
CN1C(=O)C(=Cc2ccccc2OS(=O)(=O)c2ccccc2)C(=O)N(C)C1=O,0.6%,-6%,9%,2.0,13,4%,i,31,0.4%,3%,0.1%,
COc1cc2c3c(c1OC)Oc1ccc(cc1)C[C@H]1c4c(cc(OC)c(OC)c4Oc4ccc(cc4)C[C@@H]3N(C)CC2)CCN1C,nt,-13%,nt,2.8,59,16%,i,6,nt,nt,0.7%,
CCOC(=O)C(C)Oc1cc(C)cc2oc(=O)c3c(c12)CCCC3 (stereo unspecified),2.1%,-1%,10%,7.7,46,1%,i,20,0.1%,2%,0.3%,
COC(=O)C1=C(c2ccc(F)cc2OCc2ccccc2)C[C@@H]2CC[C@H]1N2C(=O)NCc1ccccc1OC,3.7%,0%,nt,-1.0,65,2%,i,57,nt,nt,-0.4%,
C[C@]12N[C@H](Cc3ccccc31)c1ccccc12,0.0%,-1%&-2%,21%,1.7,62,0%&2%,i,60,-0.6%,0%,6.6%&4.8%,
CCOc1ccc(N=Cc2c(O)n(-c3ccc(C)c(C)c3)c(=O)[nH]c2=O)cc1,2.6%,nt,16%,2.2,50,nt,i,14,0.1%,8%,nt,
COC(=O)C1=C(c2ccc(-c3ccccc3)c(F)c2)C[C@@H]2CC[C@H]1N2C(=O)NCCOc1ccc(OC)cc1,0.2%,-7%,nt,0.9,68,8%,i,22,nt,nt,1.0%,
O=C(CCN1CCOCC1)NCC(=O)Nc1ccc(Br)cc1C(=O)c1ccccc1,-0.1%,2%,17%,-4.8,95,9%,i,27,-0.5%,1%,3.0%,
O=C(CCNC(=O)N1C[C@H]2C[C@@H](C1)c1cccc(=O)n1C2)Nc1ccc(F)cc1,nt,-4%,15%,6.1,108,3%,i,37,-0.1%,2%,2.8%,
O=C1CCCN1CC#CCN1CCCC1,1.6%,-1%,10%,2.4,61,-3%,i,18,nt,-2%,3.8%,
c1ccc(C2OCCN3CCCCC23)cc1 (stereo unspecified),2.3%,-9%,14%,-1.2,55,4%,i,46,-0.3%,4%,-1.1%,
Cc1ccc(-c2nc(CS(=O)CC(=O)N3CCC4(CC3)OCCO4)c(C)o2)cc1 (stereo unspecified),3.9%,-5%,0%,-1.0,75,3%,i,55,-1.0%,-2%,1.2%,
Cc1nn(Cc2ccccc2)c(C)c1C=C1C(=O)NC(=O)NC1=O,0.7%,20%,?,0.6,66,18%,i,47,-0.1%,-3%,0.4%,

# Structures above that have a Cl atom, in the order listed:
SMILES,RSV antiviral HEp-2,NS5 inhibitors,SV40 large T antigen,NTR1 agonist,NTR1 agonist cell count 20 µM,MgcRacGAP inhibition,T cell HTS,T cell HTS vesicle-bound %,West Nile antiviral,Salmonella PhoP GFP,K1F lysis inhibition,others
O=c1c(C=Nc2cccnc2Cl)c(O)n(CCCCl)c(=O)n1C1CCCCC1,4.7%,-100%,-9%,-2.6,91,11%,i,44,-0.5%,-27%,-0.2%,
CCCCn1c(=O)c(C(=O)NCc2ccccc2Cl)c(O)c2ccccc21,12%,6%,3%,-0.4,56,3%,i,16,-1.7%,-2%,0.0%,NS5 inhibitors pilot replicate=-4.6
Clc1ccccc1C1NCc2ccccc2-n2cccc21 (stereo unspecified),-1.7%,-4%,9%,1.9,42,4%,i,3,-1.3%,3%,0.5%,
